Granule exo inh: lytic granule exocytosis inhibition | TALL-104 LAMP-1 surface exposure, flow cytometry; cells stimulated with thapsigargin and PMA | inhibition, % at 10 µM | actives 0.66% (n = 360,000);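 active = inhibition above about 55%, limit read from the data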
TLR9-MyD88 block: inhibitors of human TLR9-MyD88 binding | inhibition, % at 4.98 µM | actives 0.21% (n = 340,000) | Q9NR96+Q99836 | CHO BLA complementation TLR9-MyD88, CCF4 FRET ratio | AID 504734;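 active = inhibition above the mean over all tested compounds plus 3 SD, cut at about 21% in these data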;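 note: 0% = DMSO only wells and 100% = clavulanate BLA inhibitor control wells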
NR2F2 inh: NR2F2 (human) inhibition, primary screen; P24468; HEK293T NGFI-A luciferase reporter, luminescence; inhibition, % at 8.6 µM; actives 0.7% (n = 370,000); AID 686940;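 active = inhibition above a per-plate cutoff, mean inhibition of test wells between control levels plus 3 SD, cut at about 38% in these data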;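 note: cells cotransfected with COUP-TFII expression vector driving the NGFI-A reporter; 0% = median of COUP-TF2 test wells and 100% = reporter-only cells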
NOD2-RIPK2 inh: NOD2-RIPK2 protein interaction inhibition | O43353 | CHO BLA complementation NOD2-RIPK2, CCF4 ratio | inhibition, % at 4.98 µM | actives 0.38% (n = 360,000); in the data active = inhibition above about 21%;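 note: 0% = vehicle only and 100% = reference blocker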
TWEAK-Fn14 inh: blocks TWEAK-Fn14 interaction in a reporter cell assay; inhibition, % at 10 µM; actives 2% (n = 360,000); AID 1159606; TWEAK-stimulated Fn14 reporter cells, luciferase luminescence, 8 h; in the data active = inhibition above about 50%
TROY NFkB inh: inhibitors of TROY-dependent NF-kB signaling; Q293 LMP1-TROYcd NF-kB luciferase reporter, 4 h; inhibition, % at 10 µM; actives 0.98% (n = 360,000); AID 1347056;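 active = compounds whose plate-normalised and pattern-corrected inhibition of the luciferase reporter signal at the single screening dose is 50% or more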
SRC3 inh: human NCOA3 inhibition. HEK293 GAL4-SRC3 luciferase reporter, luminescence. inhibition, % at 3.6 µM. actives 0.17% (n = 360,000);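 active = inhibition above a per-campaign cutoff, the mean of all compounds plus 3 SD, cut at about 60% in these data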;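 note: 0% = DMSO-treated cells and 100% = gossypol-treated cells at 36 µM; higher means less SRC3-driven luciferase light from the GAL4 reporter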
SRC2 inh: inhibits human steroid receptor coactivator 2; AID 651957; inhibition, % at 9 µM; actives 0.17% (n = 370,000); HEK293 GAL4-SRC2 luciferase reporter, luminescence;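 active = inhibition above the mean inhibition of all tested compounds plus 3 SD, set per campaign, cut at about 52% in these data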;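 note: 0% = DMSO treated cells and 100% = cells given Gossypol at 36 µM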
NCOA1 inh: inhibits human SRC1 coactivator | Q15788 | HEK293 GAL4-SRC1 luciferase reporter, luminescence | inhibition, % at 3.6 µM | actives 0.12% (n = 360,000) | AID 588354;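 active = inhibition above the campaign mean plus 3 SD, with each screening campaign given its own cutoff, cut at about 60% in these data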;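 note: 0% = DMSO treated cells and 100% = gossypol at 36 µM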
Target sequence (Q15788 whole entry, looked up, the tested form may be a part): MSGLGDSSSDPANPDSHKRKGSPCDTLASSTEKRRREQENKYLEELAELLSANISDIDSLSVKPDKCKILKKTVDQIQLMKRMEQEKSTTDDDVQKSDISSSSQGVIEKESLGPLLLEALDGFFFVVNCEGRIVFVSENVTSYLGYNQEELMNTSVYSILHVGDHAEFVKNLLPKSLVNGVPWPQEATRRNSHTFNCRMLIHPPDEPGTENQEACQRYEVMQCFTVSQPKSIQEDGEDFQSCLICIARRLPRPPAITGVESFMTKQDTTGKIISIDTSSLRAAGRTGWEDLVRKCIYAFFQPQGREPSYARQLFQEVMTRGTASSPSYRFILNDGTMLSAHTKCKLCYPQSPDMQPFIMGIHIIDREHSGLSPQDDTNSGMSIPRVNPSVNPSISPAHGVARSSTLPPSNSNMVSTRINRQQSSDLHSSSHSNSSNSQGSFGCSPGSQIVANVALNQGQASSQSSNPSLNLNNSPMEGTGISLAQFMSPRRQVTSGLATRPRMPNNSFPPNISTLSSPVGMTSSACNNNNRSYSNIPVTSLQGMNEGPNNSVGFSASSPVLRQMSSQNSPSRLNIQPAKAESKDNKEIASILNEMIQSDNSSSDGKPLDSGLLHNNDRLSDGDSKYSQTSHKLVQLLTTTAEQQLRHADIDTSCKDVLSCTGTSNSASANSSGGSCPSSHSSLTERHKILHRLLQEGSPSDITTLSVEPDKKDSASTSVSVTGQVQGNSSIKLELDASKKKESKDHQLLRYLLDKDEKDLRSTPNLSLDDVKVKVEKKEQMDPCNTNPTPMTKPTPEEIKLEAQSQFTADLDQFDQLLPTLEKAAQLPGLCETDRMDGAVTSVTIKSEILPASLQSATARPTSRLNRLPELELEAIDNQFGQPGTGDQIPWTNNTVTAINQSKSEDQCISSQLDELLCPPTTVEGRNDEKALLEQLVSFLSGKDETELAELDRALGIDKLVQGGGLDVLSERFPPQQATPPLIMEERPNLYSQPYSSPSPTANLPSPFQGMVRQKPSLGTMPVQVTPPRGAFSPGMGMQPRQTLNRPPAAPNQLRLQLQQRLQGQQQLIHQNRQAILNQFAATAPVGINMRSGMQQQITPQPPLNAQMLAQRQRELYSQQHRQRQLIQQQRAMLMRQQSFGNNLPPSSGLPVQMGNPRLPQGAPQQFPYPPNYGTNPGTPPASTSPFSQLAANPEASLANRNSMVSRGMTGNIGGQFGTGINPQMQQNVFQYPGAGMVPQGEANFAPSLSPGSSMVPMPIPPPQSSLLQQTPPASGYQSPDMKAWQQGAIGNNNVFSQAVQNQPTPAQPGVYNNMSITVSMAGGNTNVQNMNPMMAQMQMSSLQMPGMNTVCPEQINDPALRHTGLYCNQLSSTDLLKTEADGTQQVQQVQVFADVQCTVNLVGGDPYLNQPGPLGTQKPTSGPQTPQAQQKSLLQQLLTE
ABHD5-PLIN5 inh: ABHD5-PLIN5 protein interaction inhibition; AID 602281; Q00G26+Q8WTS1; inhibition, % at 4 µM; actives 0.78% (n = 360,000); Split G. princeps luciferase complementation, luminescence, 4 h;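 active = inhibition above the mean inhibition across every tested compound plus 3 SD, cut at about 22% in these data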;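 note: 0% = DMSO only wells and the 100% control is not disclosed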
LRH-1 inv ag: NR5A2 inverse agonism in reporter assay. HEK293T StAR-luciferase reporter, LRH-1 transfected, 24 h. inhibition, % at 3.6 µM. actives 0.13% (n = 360,000). AID 602396;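 active = inhibition above the mean inhibition of all tested compounds plus 3 SD, cut at about 73% in these data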;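 note: 0% = DMSO wells and 100% = reporter-only cells lacking LRH-1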
* hit, by the source's call; . = not tested or not shown. Not all compounds are listed; count on the stated rates, not on these rows.

SMILES	Granule exo inh	TLR9-MyD88 block	NR2F2 inh	NOD2-RIPK2 inh	TWEAK-Fn14 inh	TROY NFkB inh	SRC3 inh	SRC2 inh	NCOA1 inh	ABHD5-PLIN5 inh	LRH-1 inv ag
Cc1c(C(=O)NCc2cccs2)oc2ccc(S(=O)(=O)N3CCOCC3)cc12	-6	8	-1	0	-7	-11	24	-6	6	-2	7
COc1ccc(NC(=O)c2cc3c(s2)CCC3)cc1S(=O)(=O)N1CCOCC1	-1	-7	16	-8	19	12	-2	-1	3	-1	9
O=C(CCn1c(=S)[nH]c2ccccc2c1=O)NCC1CCCO1 (stereo not given)	-2	-5	.	-12	-4	10	11	.	-1	6	15
CCC(CCC(=O)NNC(=O)Cc1ccc([N+](=O)[O-])cc1)C(=O)O (stereo not given)	0	-13	6	-20	11	-10	-2	-1	-5	-4	7
Cc1ccc(C(C)C)c(OCc2ccc(-c3nnco3)cc2)c1	-3	-8	21	-5	7	-3	-24	19	-21	-15	-26
COc1ccc(-c2nn(CCC#N)cc2C(=O)Nc2cccc(C(=O)O)c2)cc1OC	2	-7	13	-12	6	-27	-6	-34	-21	-2	3
CC1CCN(S(=O)(=O)c2ccc(NC(=O)c3ccncc3)cc2)CC1	-4	7	27	-14	2	20	25	-4	15	-4	11
CCCSc1nc2c(c(=O)[nH]c(=O)n2C)n1CCc1ccccc1	2	-1	11	-1	-11	12	5	-3	10	-6	-5
NC(=O)CC1Nc2cccc3cccc(c23)NC1=O (stereo not given)	2	6	-3	-2	13	-1	8	-4	2	-8	3
S=C(NCCc1ccncc1)Nc1ccccc1	-1	9	1	-6	1	5	5	-2	-11	1	-1
CCOc1ccc(-n2c(SCC(N)=O)nc3c(c2=O)SCC3)cc1	-1	0	10	9	3	1	-5	-39	11	-7	-12
O=S(=O)(c1cccs1)n1cnc2ccccc21	-2	-7	4	3	-11	-15	4	-1	2	2	4
O=C(NCc1ccccc1)c1ccc(C2SCC(=O)N2Cc2ccccc2)cc1 (stereo not given)	-3	-4	5	-3	11	8	17	2	18	-1	-4
O=C(NC1C2CC3CC(C2)CC1C3)c1ccc2c(c1)OCO2 (stereo not given)	-8	-2	14	-6	-14	-8	7	-10	2	2	-1
O=C(OCc1c(Cl)cccc1Cl)c1ccccn1	0	6	0	-9	-16	1	7	8	3	0	14

Continued (2 carried over from the part before).
SMILES	Granule exo inh	TLR9-MyD88 block	NR2F2 inh	NOD2-RIPK2 inh	TWEAK-Fn14 inh	TROY NFkB inh	SRC3 inh	SRC2 inh	NCOA1 inh	ABHD5-PLIN5 inh	LRH-1 inv ag
O=C(NC1C2CC3CC(C2)CC1C3)c1ccc2c(c1)OCO2 (stereo not given)	-8	-2	14	-6	-14	-8	7	-10	2	2	-1
O=C(OCc1c(Cl)cccc1Cl)c1ccccn1	0	6	0	-9	-16	1	7	8	3	0	14
COc1ccccc1N1CCN(C2CC(=O)N(c3ccccc3)C2=O)CC1 (stereo not given)	5	-7	2	2	4	3	6	0	-25	-3	-26
Cc1ccc(NC(=O)NNC(=O)COc2ccc(Cl)cc2)cc1	1	6	5	1	-18	-34	-6	-33	5	6	8
O=C(Cc1ccccc1[N+](=O)[O-])Nc1ccccc1C(=O)N1CCOCC1	-2	3	-5	1	-3	1	12	-5	-17	2	-8
Cc1cccc(CSC2=NCCN2C(=O)c2ccc(S(=O)(=O)N(C)C)cc2)c1	-1	0	7	-6	17	17	-9	-4	8	-3	17
Cc1ccc(C(=O)c2c3ccc(C(F)(F)F)cc3[n+]([O-])n2CCCC(N)=O)cc1	-5	-6	17	-7	17	25	-11	4	-15	-16	9
CCOC(=O)CSc1nc2sc3c(c2c(=O)[nH]1)CCCC3	-7	6	-7	4	-27	6	8	-1	-8	-7	-14
CC1CN(S(=O)(=O)c2ccc(C(=O)O)cc2)CC(C)O1 (stereo not given)	-1	-12	-10	-10	9	-1	12	-6	-14	1	7
CCN(CC)S(=O)(=O)c1ccc2[nH]c(=O)cc(C(=O)Nc3ccccc3N3CCCC3)c2c1	2	-2	-1	-11	-5	-21	3	21	0	1	-3
CCOC(=O)c1cccc(NC(=O)CSc2nnc(-c3cccnc3)n2C)c1	3	2	-19	-3	8	-2	-34	-10	-13	-7	10
O=[N+]([O-])c1cccc(P(=O)(O)c2cccc([N+](=O)[O-])c2)c1	-11	-5	8	0	-17	13	5	-2	-6	-5	-20
CC(C)Sc1ccc([N+](=O)[O-])cc1C(=O)Nc1ccncc1	-4	1	17	2	-10	7	26	-10	-19	0	3
CCc1c(C#N)c(SCCC(=O)Nc2cccc(OC)c2)nc2c1C(=O)CC(C)(C)C2	2	7	-2	-4	6	18	-7	-7	5	-6	17
CSc1ncc(Cl)c(C(=O)Nc2nnc(SC/C=C/c3ccccc3)s2)n1	1	2	13	-6	-12	30	-18	19	4	6	16
Cc1cc(C)nc(Nc2ccc(C(=O)O)cc2)n1	-3	-1	-28	6	20	-30	-56	-29	-70	-30	-63
CC(C)(C)c1ccc(-c2nnc3sc(-c4ccccn4)nn23)cc1	1	-6	41*	1	74*	72*	-2	21	-5	-6	-1

Pulled by structure from above, 2 records:
SMILES	Granule exo inh	TLR9-MyD88 block	NR2F2 inh	NOD2-RIPK2 inh	TWEAK-Fn14 inh	TROY NFkB inh	SRC3 inh	SRC2 inh	NCOA1 inh	ABHD5-PLIN5 inh	LRH-1 inv ag
O=C(Cc1ccccc1[N+](=O)[O-])Nc1ccccc1C(=O)N1CCOCC1	-2	3	-5	1	-3	1	12	-5	-17	2	-8
Cc1cc(C)nc(Nc2ccc(C(=O)O)cc2)n1	-3	-1	-28	6	20	-30	-56	-29	-70	-30	-63

(more compounds)
SMILES	Granule exo inh	TLR9-MyD88 block	NR2F2 inh	NOD2-RIPK2 inh	TWEAK-Fn14 inh	TROY NFkB inh	SRC3 inh	SRC2 inh	NCOA1 inh	ABHD5-PLIN5 inh	LRH-1 inv ag
Cc1cc(Cl)c2oc(C(=O)N(C)Cc3ccon3)c(C)c2c1	-6	-9	-38	-20	-35	-50	-64	-102	-94	4	-84
O=C(c1cccc(S(=O)(=O)N2CCOCC2)c1)N1CCCCCC1	-4	-2	-13	2	6	1	-14	5	-28	-7	-29
O=C(c1ccc2c3c(cccc13)CC2)C1CCCN(C(=O)c2cc[n+]([O-])cc2)C1 (stereo not given)	0	-4	-10	-6	-17	-4	14	15	23	1	12
Cc1nc2ccc(NC(=O)COc3ccccc3)cc2s1	-3	0	-12	-8	-40	-29	-8	-23	-61	7	-47
Cc1ccc(C(c2sc3ncnn3c2O)N2CC(C)CC(C)C2)cc1 (stereo not given)	1	9	-16	-3	14	10	-9	2	-13	5	3
CC(=O)C1=C(O)C(=O)N(c2cccc(Br)c2)C1c1ccc(Br)cc1 (stereo not given)	28	-5	-8	7	-11	-2	-1	4	8	-10	-5
COc1ccc(CCC(=O)Nc2cccc(Cl)c2)cc1	-1	8	-6	5	2	-31	5	2	4	-4	-14
C/C(=N\N=C1/NC(=O)C(C)S1)c1ccc([N+](=O)[O-])cc1 (stereo not given)	-2	-15	-4	11	-14	-12	-1	-24	5	2	14
CCCCC(c1nc2ccccc2[nH]1)n1c(=O)c(-c2ccccc2)nc2cc(C)c(C)cc21 (stereo not given)	1	.	-22	-8	-31	10	21	-13	-12	7	6
CC(=O)c1cc(F)ccc1OCC(=O)N1CCCc2ccccc21	-8	-8	-4	-12	13	-55	-160	-20	7	-5	-10
OC[C@@H]1CN(CCN2CCOCC2)C[C@H](n2cnc3c(NCc4ccco4)ncnc32)O1	28	.	-6	-5	9	-7	-6	-4	7	-3	5
Cc1ccc(C(=O)N2CCCCC2C(=O)O)o1 (stereo not given)	0	4	0	1	-3	10	0	-37	-2	0	4
CCOC(=O)Cc1csc(SCC(=O)NC2CCCC(C)C2C)n1 (stereo not given)	-4	0	-2	-9	10	-32	18	11	-5	-4	11
Clc1ccccc1C1=Nn2c(nnc2-c2ccco2)SC1	8	.	6	-12	5	12	-16	-6	7	2	-13

Full records, quoted from the list.
Record of `O=C(c1ccc2c3c(cccc13)CC2)C1CCCN(C(=O)c2cc[n+]([O-])cc2)C1` (stereo not given) = Granule exo inh = 0; TLR9-MyD88 block = -4; NR2F2 inh = -10; NOD2-RIPK2 inh = -6; TWEAK-Fn14 inh = -17; TROY NFkB inh = -4; SRC3 inh = 14; SRC2 inh = 15; NCOA1 inh = 23; ABHD5-PLIN5 inh = 1; LRH-1 inv ag = 12
Record of `C/C(=N\N=C1/NC(=O)C(C)S1)c1ccc([N+](=O)[O-])cc1` (stereo not given) = Granule exo inh = -2; TLR9-MyD88 block = -15; NR2F2 inh = -4; NOD2-RIPK2 inh = 11; TWEAK-Fn14 inh = -14; TROY NFkB inh = -12; SRC3 inh = -1; SRC2 inh = -24; NCOA1 inh = 5; ABHD5-PLIN5 inh = 2; LRH-1 inv ag = 14
Record of `Cc1nc2ccc(NC(=O)COc3ccccc3)cc2s1` = Granule exo inh = -3; TLR9-MyD88 block = 0; NR2F2 inh = -12; NOD2-RIPK2 inh = -8; TWEAK-Fn14 inh = -40; TROY NFkB inh = -29; SRC3 inh = -8; SRC2 inh = -23; NCOA1 inh = -61; ABHD5-PLIN5 inh = 7; LRH-1 inv ag = -47

Screening results (PubChem BioAssay)
